Screening results (PubChem BioAssay)
HIF-2a inh: HIF-2a inhibition; 786-0 RCC cells HIF-2a reporter, luciferase luminescence, overnight; inhibition, % at 18.8 µM; 360,000 tested, 0.72% active;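 active = inhibition of the luminescence signal of 40% or more relative to plate controls, in a single-dose primary screen at 18.75 µM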
NR2E3 ag-1: NR2E3 (human) agonism; AID 2300; Q9Y5X4; GST-NR2E3/biotin-RetCOR TR-FRET, 1536-well; inhibition of corepressor binding, % at 4.78 µM; 320,000 tested, 0.12% active;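 active = percent inhibition above the cutoff of mean plus 3 SD of all tested compounds, set per screening campaign, cut at about 20% in these data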;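 also: 0% = DMSO wells and 100% = biotin wells as full block of FRET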
Target sequence (Q9Y5X4 whole entry, looked up): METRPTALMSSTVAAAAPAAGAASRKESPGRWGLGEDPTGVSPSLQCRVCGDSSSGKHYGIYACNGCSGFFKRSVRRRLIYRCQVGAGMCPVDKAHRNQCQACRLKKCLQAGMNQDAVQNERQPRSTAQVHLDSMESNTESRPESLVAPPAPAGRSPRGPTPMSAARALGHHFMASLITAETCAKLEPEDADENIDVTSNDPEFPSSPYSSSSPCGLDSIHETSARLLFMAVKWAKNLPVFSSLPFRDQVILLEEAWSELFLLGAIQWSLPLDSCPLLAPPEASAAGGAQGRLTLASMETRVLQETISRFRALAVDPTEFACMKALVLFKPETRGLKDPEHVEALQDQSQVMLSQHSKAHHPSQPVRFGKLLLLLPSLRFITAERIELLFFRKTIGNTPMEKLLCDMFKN
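System: GST-tagged NR2E3 plus biotinylated RetCOR corepressor; Amount: 1.35 nM GST-tagged NR2E3 final; Dosing: single nominal compound dose of 4.8 µM; Schedule: 5 h incubation at 4 °C; Technique: TR-FRET with europium anti-GST and streptavidin-D2, 340 nm excitation; Controls: biotin wells as high control, 0.6% DMSO wells as low control.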
Vif imaging: inhibitors of HIV Vif. AID 602346. 340,000 tested, 0.35% active. HEK293T cells, Vif self-association by quenched fluorescence, imaging, 24 h. inhibition, % at 7.49 µM; in the data active = inhibition above about 50%, passing the limit was not always enough; also: some results filed as inactive read as strong as hits
CaV13 ICDI inh: Primary screen for inhibitors of IQ motif and Ca2+-dependent inactivation inhibitor domain binding in CACNA1D, Förster resonance energy transfer in living cells, … | HEK cells, CFP/YFP FRET ICDI-IQ, plate reader, 10 min; percent FRET-ratio fall versus neutral wells | inhibition, % at 12.3 µM | 340,000 tested, 0.098% active;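 active = mean replicate inhibition of at least 30% and at least 1% of replicates passing that level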;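 also: 0% = median of the neutral control wells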
NR2E3 ag-2: human photoreceptor-specific nuclear receptor agonism; AID 602229; inhibition of corepressor binding, % at 3.98 µM; 360,000 tested, 0.35% active; Q9Y5X4; CHO-S Gal4-NCOR/VP16-NR2E3 two-hybrid, luciferase;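 active = inhibition above the mean of all tested compounds plus 3 SD, cut at about 70% in these data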;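 also: 0% = DMSO with NR2E3 transfected cells and 100% = cells lacking NR2E3 construct; higher means lower luciferase signal from less NR2E3 corepressor binding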
MITF TRPM1 inh: MITF TRPM1 promoter inhibition in SK-MEL-5 cells. SK-MEL-5 TRPM1 promoter luciferase, 24 h. inhibition, % at 12.5 µM. 330,000 tested, 0.83% active;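 active = mean inhibition across replicates of 60% or more, whatever share of single replicates reaches that level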; also: values of inactives mirror those of a sister screen read the other way
aDG glyco act: increases alpha dystroglycan glycosylation. Pro5-aDG cells, alpha-DG glycosylation AlphaScreen (IIH6); 0% Pro5, 100% B10-LARGE cell signal. 360,000 tested, 0.22% active. activation, % at 10 µM;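 active = activation of at least 8% versus controls, or a plate z-score of at least 8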;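 also: Pro5 are CHO cells carrying HIG-tagged alpha-DG that lacks glycosylation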
Granule exo inh: blocks lytic granule exocytosis. TALL-104 LAMP-1 surface exposure, flow cytometry; cells stimulated with thapsigargin and PMA. inhibition, % at 10 µM. 360,000 tested, 0.66% active. AID 651702;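 active = inhibition above about 55%, limit read from the data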
Peg3 prom inh: Peg3 promoter activity inhibition. HeLa PEG-Prom luciferase reporter, luminescence, overnight. AID 588405. 360,000 tested, 1.7% active. inhibition, % at 20 µM;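 active = inhibition of at least 50% at 20 µM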
PDI inh: inhibitors of human protein disulfide isomerase; PDI insulin aggregation turbidity, A650, 90 min; inhibition, % at 10 µM; 350,000 tested, 0.052% active; AID 588391;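 active = mean inhibition across replicates of 30% or more, whatever share of single replicates reach that level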;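 also: absorbance from insulin aggregation driven by PDI reduction with DTT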
Target sequence (P07237 whole entry, looked up): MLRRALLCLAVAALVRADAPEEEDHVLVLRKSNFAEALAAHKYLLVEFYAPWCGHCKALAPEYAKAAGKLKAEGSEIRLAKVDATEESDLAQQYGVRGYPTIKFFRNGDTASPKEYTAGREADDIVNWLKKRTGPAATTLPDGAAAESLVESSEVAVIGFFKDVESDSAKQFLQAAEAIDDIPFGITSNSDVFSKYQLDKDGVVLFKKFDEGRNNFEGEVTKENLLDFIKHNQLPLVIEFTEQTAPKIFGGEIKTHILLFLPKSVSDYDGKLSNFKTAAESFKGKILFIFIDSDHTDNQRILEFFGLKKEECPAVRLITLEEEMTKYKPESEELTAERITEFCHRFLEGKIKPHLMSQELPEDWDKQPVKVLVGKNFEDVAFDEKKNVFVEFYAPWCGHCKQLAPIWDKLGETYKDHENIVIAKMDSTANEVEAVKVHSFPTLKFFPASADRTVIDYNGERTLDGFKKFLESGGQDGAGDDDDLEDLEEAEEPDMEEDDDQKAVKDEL
hiPSC survival: enhancers of human iPSC single-cell survival; hiPSC single-cell survival, ATPlite luminescence; 100% = ROCK inhibitor wells, 0% = DMSO; survival enhancement, % at 20 µM; 360,000 tested, 0.044% active; AID 602274; in the data active = survival enhancement above about 18%;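 also: cells exposed to compounds for 16 hours before the ATP read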
Active calls of the source: *; / = no result given.

molecule,HIF-2a inh,NR2E3 ag-1,Vif imaging,CaV13 ICDI inh,NR2E3 ag-2,MITF TRPM1 inh,aDG glyco act,Granule exo inh,Peg3 prom inh,PDI inh,hiPSC survival
CCCNC(=O)c1cc2c(c(-c3cccc(-c4ccc(F)cc4)c3)n1)[C@H](CCO)N(S(=O)C(C)(C)C)C2 (stereo partly specified),26,/,5,-7,42,/,0.1,5,51*,/,-1.7
CCOC(=O)c1ccccc1NC(=O)C1CC(=O)N(C2CCCC2)C1 (stereo unspecified),13,/,7,-2,-11,0,-0.1,-4,11,-4,-0.4
Cc1cc(/C=C2/SC(=O)N(CC(=O)N3CCCC3)C2=O)ccc1N1CCOCC1,-36,-2,-12,-10,15,13,0.0,-2,-44,16,-0.4
CCOC(=O)C1CCCN(C(=O)c2ccc(-c3ccccc3)cc2)CC1 (stereo unspecified),12,/,-9,-4,-15,/,-0.2,-2,18,6,-0.4
COc1cccc(-c2csc(N3CCN(C(=S)Nc4ccccc4Cl)CC3)n2)c1,-84,0,-7,-7,-12,-22,-0.1,2,-64,-10,-1.8
CCN(CC(=O)Nc1c(F)cccc1F)C(=O)c1ccc(Cl)c(S(=O)(=O)N2CCCCC2)c1,14,-1,4,-5,-24,2,0.5,10,6,3,0.5
COc1ccccc1CNC(=O)[C@H](C)N1C(=O)N2CCc3c([nH]c4ccccc34)[C@@]2(C)C1=O,18,-3,-4,/,-20,11,0.1,-2,13,/,-2.7
O=C(COC(=O)c1cc[n+]([O-])cc1)Nc1ccc(Cl)cc1[N+](=O)[O-],9,2,17,-6,-3,6,0.2,-2,7,-1,-1.1
CCOC(=O)c1ccc(NC(=O)CSc2nccn2C)cc1,-86,-4,26,/,-34,-40,0.0,-3,-43,6,2.6
COC(=O)CS(=O)(=O)c1nnc([C@H](Cc2ccccc2)NC(=O)OC(C)(C)C)o1,45*,3,-1,-7,-6,79*,-0.7,23,104*,-2,-4.4
COc1ccc(C(CC(=O)NCc2ccccc2)C(C)C)cc1 (stereo unspecified),11,1,-5,-5,5,-12,0.0,8,7,0,-0.6
CCOc1ccc(NC(=O)CC2C(=O)N(C)C(=S)N2Cc2ccc3c(c2)OCO3)cc1 (stereo unspecified),-10,2,6,/,6,-2,1.5,1,-33,4,-2.2

Next section, overlapping the part above by 2 compounds.
molecule,HIF-2a inh,NR2E3 ag-1,Vif imaging,CaV13 ICDI inh,NR2E3 ag-2,MITF TRPM1 inh,aDG glyco act,Granule exo inh,Peg3 prom inh,PDI inh,hiPSC survival
COc1ccc(C(CC(=O)NCc2ccccc2)C(C)C)cc1 (stereo unspecified),11,1,-5,-5,5,-12,0.0,8,7,0,-0.6
CCOc1ccc(NC(=O)CC2C(=O)N(C)C(=S)N2Cc2ccc3c(c2)OCO3)cc1 (stereo unspecified),-10,2,6,/,6,-2,1.5,1,-33,4,-2.2
OC(CN1CCOCC1)CN(c1ccccc1)c1ccccc1 (stereo unspecified),0,1,-1,/,11,-5,0.1,-1,15,-1,0.9
CCOC(=O)N1CCC(NC(=O)c2cc(COc3ccc(F)cc3Cl)on2)CC1,-13,0,-5,-6,-6,-2,0.1,-2,1,-1,-0.4
O=C1C(=O)c2c(C(=O)c3ccccc3)coc2-c2ccccc21,-71,4,/,-6,-138,-20,-0.4,92*,-128,-4,-5.2
OC1CCCN(Cc2ccc3c(c2)Cc2ccccc2-3)C1 (stereo unspecified),-108,-4,0,-9,-31,-43,0.4,-2,-141,6,-1.8
CCCCCCCCC(=O)NNC(=O)c1c(O)c2ccccc2n(CCC)c1=O,21,-1,4,-7,17,-1,0.6,1,12,0,-2.3
COc1cccc(C(=O)Nc2cc(C)on2)c1,-169,/,/,-6,-75,/,-0.2,2,-151,0,-2.3
CN(C)CCCNC(=S)N1CCn2c(nc3ccccc32)C1,15,-2,-15,-3,4,-4,-0.1,-2,1,3,0.8
CCOc1ccc(S(=O)(=O)N2CCCCC2)c2ccccc12,18,0,/,-4,58,6,-0.1,4,32,-3,1.4
CC(CCN1CCN=C1Nc1ccccc1)c1ccccc1 (stereo unspecified),3,3,2,-11,3,-7,0.6,-3,-3,2,-0.8
COCCC(=O)N1CCC(Oc2ccc(C(=O)NCCc3ccccn3)cc2)CC1,-6,1,-3,-7,3,-6,0.0,-1,7,-2,0.7
Cc1ccc(-c2csc3nc[nH]c(=S)c23)cc1C,23,0,-13,-9,43,11,2.1,0,22,-1,0.1
CC1CN(S(=O)(=O)c2cccc(C(F)(F)F)c2)CN1C(=O)N1CCOCC1 (stereo unspecified),-4,5,3,-3,2,-5,-0.2,-14,16,10,1.4

Some of these compounds in order of the Peg3 prom inh value, lowest first.
SMILES	HIF-2a inh	NR2E3 ag-1	Vif imaging	CaV13 ICDI inh	NR2E3 ag-2	MITF TRPM1 inh	aDG glyco act	Granule exo inh	Peg3 prom inh	PDI inh
OC(CN1CCOCC1)CN(c1ccccc1)c1ccccc1 (stereo unspecified)	0	1	-1	/	11	-5	0.1	-1	15	-1
CC1CN(S(=O)(=O)c2cccc(C(F)(F)F)c2)CN1C(=O)N1CCOCC1 (stereo unspecified)	-4	5	3	-3	2	-5	-0.2	-14	16	10
COC(=O)CS(=O)(=O)c1nnc([C@H](Cc2ccccc2)NC(=O)OC(C)(C)C)o1	45*	3	-1	-7	-6	79*	-0.7	23	104*	-2

Following part
molecule,HIF-2a inh,NR2E3 ag-1,Vif imaging,CaV13 ICDI inh,NR2E3 ag-2,MITF TRPM1 inh,aDG glyco act,Granule exo inh,Peg3 prom inh,PDI inh,hiPSC survival
O=C(C1CCN(S(=O)(=O)c2cccnc2)CC1)N1CCN(c2ccc(Cl)cc2)CC1,19,2,-21,-16,35,12,0.6,1,11,0,0.4
CC(=O)c1c(C)[nH]c(C(=O)OCC(=O)NCC(C)C)c1C,11,0,8,0,5,10,0.6,3,5,8,-0.7
CC(=O)C1(O)CCC2C3CCC4CC(=O)CCC4(C)C3C(=O)CC21C (stereo unspecified),3,/,-1,-8,-2,-2,0.0,-3,-4,-1,-1.1
COc1ccccc1NC(=O)c1cc(OC)c(OC)cc1[N+](=O)[O-],19,-2,24,-20,-28,3,-0.2,-1,-1,0,2.5
CC(=O)n1cc([C@H]2C=C(C(=O)Nc3ccccc3)O[C@@H](OCCCCO)C2)c2ccccc21,-16,5,-5,-11,-16,0,-0.4,0,7,-3,-1.5
COCCN(C)Cc1nc(C(c2ccccc2)c2ccccc2)no1,20,1,-1,-4,8,-2,0.0,1,1,10,0.6
O=C(CN1C(=O)NC2(CCOc3ccccc32)C1=O)Nc1ccc2c(c1)OCCO2 (stereo unspecified),-23,-1,-3,-4,-17,-4,-0.4,1,-19,-21,2.6
CC(C)C(=O)N1CCCC1(C)C(=O)Nc1cccc(Oc2ccccc2)c1 (stereo unspecified),-6,/,-11,-11,-34,/,0.2,-1,-8,2,-1.1
Cc1cc(C=C2C(=O)c3ccccc3C2=O)c(C)n1-c1ccc(C(=O)O)cc1,7,4,15,-5,-11,1,-0.2,4,11,1,1.6
COc1cc(/C=N\NC(=O)Cn2nnc3ccccc32)cc(OC)c1OC,13,-2,/,0,-21,-11,-0.2,-10,16,-1,0.2
Cc1nn(-c2ccccc2)c(C)c1NC(=O)c1ccc(S(=O)(=O)N2CCCC2)cc1,12,3,12,-10,1,-3,0.2,-1,10,4,-0.6
CCN1CCC(C(=O)NC(c2ccc(F)cc2)c2ncccc2C)CC1 (stereo unspecified),-3,/,18,-11,-9,/,0.0,2,-5,5,-0.8

Next results follow.
molecule,HIF-2a inh,NR2E3 ag-1,Vif imaging,CaV13 ICDI inh,NR2E3 ag-2,MITF TRPM1 inh,aDG glyco act,Granule exo inh,Peg3 prom inh,PDI inh,hiPSC survival
OC1(c2ccc(F)cc2)CCN(Cc2cccnc2)CC1,21,1,-2,-9,-7,10,-0.2,-6,10,5,0.5
O=C1CC(NCc2ccccc2)C(=O)N1c1ccc(F)cc1 (stereo unspecified),11,/,0,-4,-6,-1,-0.2,-3,10,0,-0.7
Cc1noc(C)c1S(=O)(=O)Nc1ccc(C(=O)N2CCCCC2)cc1,5,-3,0,-7,-3,5,-0.2,0,3,-10,-0.2
COc1ccc(C(=O)NCc2ccon2)cc1OC1CCN(C(C)C)CC1,11,-2,-6,-2,23,-1,-0.1,0,4,-6,0.1
Cc1ccc(S(=O)(=O)NC(C(=O)Oc2ccc3c(C)c(Cl)c(=O)oc3c2)c2ccccc2)cc1 (stereo unspecified),-9,-3,7,-3,-32,-1,-0.3,4,-22,-2,0.4
N#C/C(=C\c1c[nH]c2ccccc12)C(=O)NC1CC1,-286,-1,10,-4,-8,-77,0.0,-1,-243,1,-0.2
CCc1ccc(OCc2nnc(SCC(=O)NCc3ccco3)o2)cc1,17,-2,-7,-4,-25,16,-0.1,-2,19,6,-0.9
Cc1ccc(-c2c(CC(=O)O)c(C)nc3sc4c(c23)CCCC4)cc1,-3,-1,-16,-2,-16,5,0.0,1,-1,6,-0.3
COCCNC(=O)CN1CCC(NC(=O)Nc2ccc(C(F)(F)F)cc2)CC1,9,-2,10,-5,5,4,0.2,2,10,-1,-2.0
CCN1CCN(C(=O)c2nn(-c3ccc(OC)cc3)c(=O)c3c2c2ccccc2n3C)CC1,15,1,-1,-5,-29,-6,-0.2,5,15,-7,7.1

Three entries picked at random from the list so far:
molecule,HIF-2a inh,NR2E3 ag-1,Vif imaging,CaV13 ICDI inh,NR2E3 ag-2,MITF TRPM1 inh,aDG glyco act,Granule exo inh,Peg3 prom inh,PDI inh,hiPSC survival
Cc1ccc(S(=O)(=O)NC(C(=O)Oc2ccc3c(C)c(Cl)c(=O)oc3c2)c2ccccc2)cc1 (stereo unspecified),-9,-3,7,-3,-32,-1,-0.3,4,-22,-2,0.4
COCCNC(=O)CN1CCC(NC(=O)Nc2ccc(C(F)(F)F)cc2)CC1,9,-2,10,-5,5,4,0.2,2,10,-1,-2.0
Cc1noc(C)c1S(=O)(=O)Nc1ccc(C(=O)N2CCCCC2)cc1,5,-3,0,-7,-3,5,-0.2,0,3,-10,-0.2
